Compound activity deposited in PubChem by The Scripps Research Institute Molecular Screening Center.
MITF inh: human MITF inhibition, primary screen; AlphaScreen MITF homodimerization, bead proximity signal; inhibition, % at 2.6 µM; hit rate 0.91% among 650,000; AID 1259374; in the data active = inhibition above about 50%;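 also: 0% = vehicle wells with protein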
Target sequence (O75030 whole entry, looked up): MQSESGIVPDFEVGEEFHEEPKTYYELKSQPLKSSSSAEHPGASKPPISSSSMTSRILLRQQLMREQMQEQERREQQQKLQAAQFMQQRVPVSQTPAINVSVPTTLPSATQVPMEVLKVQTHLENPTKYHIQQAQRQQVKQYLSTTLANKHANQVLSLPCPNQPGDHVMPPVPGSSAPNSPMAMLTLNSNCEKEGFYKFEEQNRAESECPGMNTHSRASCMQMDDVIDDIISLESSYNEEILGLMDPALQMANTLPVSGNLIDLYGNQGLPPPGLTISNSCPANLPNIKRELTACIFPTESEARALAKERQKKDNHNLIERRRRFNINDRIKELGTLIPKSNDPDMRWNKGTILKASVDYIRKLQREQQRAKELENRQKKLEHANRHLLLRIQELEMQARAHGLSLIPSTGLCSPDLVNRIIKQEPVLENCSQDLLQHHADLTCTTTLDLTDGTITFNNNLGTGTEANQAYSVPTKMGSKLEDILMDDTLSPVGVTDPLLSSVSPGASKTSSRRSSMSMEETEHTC
FBW7 act: human FBW7 E3 ligase activation, primary screen. hit rate 0.13% among 650,000. normalized activity (activation), % at 26.1 µM. Q969H0. AlphaScreen FBW7–phospho-cyclin E peptide binding, activator screen; in the data active = normalized activity above about 1.9%;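 also: purified mutant Fbw7 with reduced substrate affinity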
GPR151 ag: activates the human receptor GPR151; AID 1508602; hit rate 1% among 650,000; Q8TDV0; activation, % at 11.2 µM; PathHunter beta-arrestin GPR151 cells, luminescence; in the data active = activation above about 4.9%;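 also: 0% = median of compound wells and 100% = cells with positive control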
Target sequence (Q8TDV0 whole entry, looked up): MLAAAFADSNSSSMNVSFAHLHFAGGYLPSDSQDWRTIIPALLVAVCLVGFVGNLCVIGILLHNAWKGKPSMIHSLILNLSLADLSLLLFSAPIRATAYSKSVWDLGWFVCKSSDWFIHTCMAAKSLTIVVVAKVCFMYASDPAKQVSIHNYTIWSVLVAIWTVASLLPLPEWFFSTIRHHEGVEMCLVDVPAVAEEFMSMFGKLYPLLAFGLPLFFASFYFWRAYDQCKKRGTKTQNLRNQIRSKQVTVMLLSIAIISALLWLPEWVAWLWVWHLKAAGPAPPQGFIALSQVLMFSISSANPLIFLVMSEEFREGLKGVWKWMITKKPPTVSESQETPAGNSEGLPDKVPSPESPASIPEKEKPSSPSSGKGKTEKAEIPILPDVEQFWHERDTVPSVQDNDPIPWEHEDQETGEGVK
TEAD-YAP block: TEAD-YAP interaction inhibition. HEK-TIYL cells, TEAD-Gal4/YAP UAS-luciferase luminescence. inhibition, % at 9.12 µM. hit rate 1.4% among 640,000; in the data active = inhibition above about 32%;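 also: 0% = median of test compound wells and 100% = reference inhibitor wells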
Numbers without * were called inactive.

SMILES	MITF inh	FBW7 act	GPR151 ag	TEAD-YAP block
CCC(NC(=O)CN1C(=O)CCc2ccccc21)c1cccs1 (stereo not drawn)	-7	-0.2	0.3	-14
COc1cc(OC)c(C(=O)OCC(=O)C(C)(C)C)cc1OC	2	0.0	0.2	-3
NC(=O)c1c(NC(=O)c2cccnc2Cl)sc2c1CCCCC2	3	-0.1	-0.6	-10
COc1cc(N=Cc2c(O)n(-c3cccc(C)c3)c(=S)[nH]c2=O)cc(OC)c1	-8	0.0	-0.5	-6
O=C(CSc1nc(-c2ccccc2)cs1)NCc1ccco1	10	-0.2	-4.4	-18
COc1ccc(Cl)cc1NC(=O)Cn1nnc(C(=O)NCc2cccs2)c1N	-7	0.2	0.1	45*
O=C1NC(=O)c2ccc3c4c(ccc1c24)C(=O)N(c1ccc(Cl)cc1)C3=O	7	0.1	-0.9	-10
C=CCN1C(=O)C2(c3ccccc31)C1CCCC=C1C(C#N)=C(N)C2(C#N)C#N (stereo not drawn)	-14	-0.1	2.7	3
COc1ccc(Nc2nnc(-c3cc4cc(Cl)ccc4oc3=O)s2)cc1	-1	-0.7	0.1	-22
CCNS(=O)(=O)c1ccc(NS(=O)(=O)Cc2ccccc2)cc1	17	0.1	-1.3	9
CC(=O)Nc1nc(C)c(-c2csc(Nc3ccc(C)cc3)n2)s1	16	0.1	0.1	1
COC(=O)c1cc(C(O)(C(=O)OC)C(F)(F)F)c(N)s1 (stereo not drawn)	-14	0.2	-0.8	4
CCS(=O)(=O)Nc1ccc(-c2nnc(SCC(=O)Nc3ccc(C)c(C)c3)o2)cc1	-4	0.0	-1.0	-5
COc1cccc(NC(=O)CSc2nc3ccsc3c(=O)n2Cc2ccccc2F)c1	8	0.7	0.3	8
O=C(NCc1ccccc1)c1nn2c(c1Br)NC(c1ccccc1)CC2C(F)(F)F (stereo not drawn)	12	-0.1	0.0	2

The list continues:
SMILES	MITF inh	FBW7 act	GPR151 ag	TEAD-YAP block
Cc1ccc(NC(=O)CSc2nc3ccccc3c(=O)n2CCCC(=O)N2CCCC2)cc1	5	-0.1	1.1	12
COc1cccc(/C=N/NC(=O)CCn2nnc3ccccc32)c1O	-6	-0.1	0.0	7
O=C(C[n+]1cccc(C(=O)NCc2ccccc2)c1)c1cccc([N+](=O)[O-])c1	6	0.2	-0.5	11
COc1c(Br)cc(Cl)cc1C=C1C(=O)NC(=O)NC1=O	11	-1.0	3.8	9
O=C1Nc2ccccc2Oc2cc([N+](=O)[O-])cc(Oc3ccccc3)c21	-2	0.0	0.8	-2
Cc1ccc(S(=O)(=O)NNC(=O)CCC(=O)Nc2ccc(C)cc2C)cc1	24	0.5	1.3	-8
O=C(C1CCCO1)N1CCN(C(=S)Nc2ccc(Cl)c(Cl)c2)CC1 (stereo not drawn)	-4	0.0	0.7	3
COCCN1C(=O)/C(=C\c2ccc(C(=O)OC)cc2)C(C(=O)OC)=C1C	-5	0.0	0.0	-7
Cc1ccc(Cn2c(=O)c3c(nc4n(Cc5ccccc5)c(C)cn34)n(C)c2=O)cc1	1	-0.1	0.3	-4
CCCCOC(=O)c1ccc2c(c1)C(=O)NC2=O	8	-0.1	-0.2	1
COc1ccc(C2C(=O)N(C3CCCCCC3)CC(=O)N2CCc2ccc(OC)c(OC)c2)cc1 (stereo not drawn)	3	-0.1	2.8	-1
CCN1C(=S)N2CCCN2C1c1ccccc1 (stereo not drawn)	12	0.2	-2.3	4
COc1ccc(CCNC(=O)Cc2cn(-c3ccc(NCCCN4CCCC4=O)nn3)c3ccccc23)cc1	-7	0.1	-1.8	-14
COc1ccc(C(=O)N2CCC(C(=O)NCc3ccc(Cl)cc3)CC2)cc1	20	0.1	-0.8	14
O=C(O)C1CC1C(=O)N1CCCC(c2nc(-c3ccc4c(c3)OCO4)c3ccccn23)C1 (stereo not drawn)	3	-1.0	0.7	-2

Remaining list, next part:
SMILES	MITF inh	FBW7 act	GPR151 ag	TEAD-YAP block
NC(=O)CSc1nc2c(oc3ccccc32)c(=O)n1Cc1ccc(F)cc1	11	0.0	0.2	9
CC(=O)NCc1nnc2n1CCN(C/C=C/c1ccco1)CC2	4	0.1	0.8	-4
COc1ccc(C2C(C(=O)Nc3ccccc3)=C(C)Nc3ncnn32)cc1OC (stereo not drawn)	-4	0.6	-1.0	-2
CN(Cc1ccccc1)Cc1ccccc1O	24	-0.1	-1.3	-13
COc1ccc(C2CC(C(F)(F)F)n3nc(C(=O)Nc4ccc(OC)c(Cl)c4)cc3N2)cc1 (stereo not drawn)	-10	0.0	1.0	-2
Cc1ccc(S(=O)(=O)CCC(=O)Nc2ccc(-c3nnc4n3CCCCC4)cc2)cc1	5	-0.2	0.1	-5
C/C(=N\NC(=O)c1ccccc1Br)C1=C(O)c2ccccc2C1=O	2	0.1	-4.8	-3
COCc1cc(C)nc(N/N=C/c2cc(Br)c(O)cc2O)c1C#N	-3	0.1	-0.4	-14
Cc1ccc2c(Cl)c(C(=O)N3CCCCC3)sc2c1	-3	0.1	0.5	-34
CCc1cc2c(=O)c(-c3nncn3-c3ccccc3)c(C)oc2cc1OC(C)=O	-6	0.3	-1.7	9
COc1cc(Nc2nc3ccc(C)cc3n3cnnc23)cc(OC)c1	-6	0.0	1.6	-2
NC(=O)N(N)c1nc(N2CCCC2)nc(N(c2ccccc2)c2ccccc2)n1	10	-0.1	-0.4	-7
O=C(Nc1ccc(S(=O)(=O)N2CCC(c3nc4ccccc4[nH]3)CC2)cc1)c1ccc(F)cc1	4	-0.1	0.3	29
COCCCNC(=O)CSc1nc2ccccc2c(=O)n1CCCN1CCN(c2cccc(Cl)c2)CC1	15	-0.1	0.7	2
O=[N+]([O-])c1cccc2c(Br)cccc12	16	0.1	-1.5	4

(further entries)
SMILES	MITF inh	FBW7 act	GPR151 ag	TEAD-YAP block
CC(C)(C)NC(=O)c1cccc(NC(=O)CN2C(=O)c3ccc([N+](=O)[O-])cc3C2=O)c1	5	0.2	-1.4	-6
COc1cccc2ccc(CN3CCC4(CC3)CC4C(=O)N3CCc4ccccc4C3)nc12 (stereo not drawn)	13	0.0	1.9	1
COc1cc(SC)ccc1C(=O)NC(C)C	5	-0.1	0.3	3
O=[N+]([O-])c1ccccc1S(=O)(=O)N1CCN(Cc2ccccc2F)CC1	43	-0.1	-0.7	1
COc1cc(/C=N/NC(=O)C(=O)Nc2ccccc2)ccc1O	0	0.2	1.0	-6
O=C(CSc1nnc(SCC(=O)NCc2ccco2)s1)NCc1ccco1	7	-0.1	0.3	-4
COc1ccc2oc(=O)c(C(=O)NCCN3CCOCC3)cc2c1	22	0.0	-0.1	-4
CCOC(=O)c1c(NC(=O)Cc2ccc(OC)cc2)sc(C(=O)Nc2ccccc2F)c1C	8	0.0	0.2	-6
COc1ccc(CCNc2nc(=S)[nH]c3ccccc23)cc1OC	13	0.0	-0.5	-21
O=C1CCCN1CCCNc1nc(Nc2ccncn2)nc2c1ncn2C1CCCCC1	5	0.1	-0.4	-4
Cc1cccnc1NC(=O)c1ccccc1[N+](=O)[O-]	14	-0.3	-0.9	-9
O=C(CSc1ccc(-c2ccc(-n3cccn3)cc2)nn1)N1CCCc2ccccc21	1	0.0	1.1	-4
CCOc1ccc(-n2c(CNC(=O)c3cccs3)nnc2SCC(=O)Nc2nccs2)cc1	9	0.1	-0.8	-5
COc1cccc(-c2csc(N3CCN(CC(=O)Nc4ccc(F)cc4)CC3)n2)c1	31	0.2	1.8	0
COc1cccc(OC)c1CN1CCC(N(C)Cc2ncc[nH]2)CC1	20	0.2	-1.7	5

Additional results follow.
SMILES	MITF inh	FBW7 act	GPR151 ag	TEAD-YAP block
O=C(O)C1CCN(C(=O)Nc2ccccc2)CC1	6	0.0	-1.1	1
CCOC(=O)c1sc(NC(=O)CCCOc2ccc(Cl)cc2)nc1C	-6	0.6	-0.5	-5
COc1ccc(C2C(C#N)=C3NC(=O)c4c(sc5c4CCCCC5)N3C3=C2C(=O)CC(C)(C)C3)cc1 (stereo not drawn)	4	0.0	0.7	2
O=C(CN1CCN(c2ccccc2O)CC1)Nc1ccc(F)cc1	11	0.6	-0.3	18
Cc1cc(C)cc(NC(=O)CSc2nnc(C)c(=O)[nH]2)c1	3	0.1	2.7	6
O=C(NCCc1nc(-c2ccncc2)n[nH]1)C1(c2ccc(Cl)cc2)CCCC1	2	-0.1	1.8	16
N#CCCN(CCC#N)c1ccncc1	-1	-0.1	1.0	-1
CC(C)CCN1C(=O)c2ccc(C(=O)OCC(=O)NC(=O)NCc3ccco3)cc2C1=O	3	-0.1	0.4	3
CCOC(=O)CCN(Cc1c(Cl)cccc1Cl)S(=O)(=O)c1ccc(Cl)cc1	-13	-0.1	-1.4	-7
O=C(O)CC1SC(=O)N(c2ccc(O)cc2)C1=O (stereo not drawn)	-6	-0.2	0.1	-1
CS(=O)(=O)N(CC(=O)N/N=C/c1ccc(OC2CSC2)cc1)c1ccccc1	-2	0.0	0.7	5
COc1ccccc1Oc1ccc2c(c1)C(=O)N(c1cccc3ncccc13)C2=O	14	-0.1	1.1	3
O=C(NCCOC(=O)c1cccc(OC(F)F)c1)c1ccncc1	19	0.5	0.5	5
COc1ccc(-c2cn3nc4c(nc3n2)CCCC4)cc1	-7	0.1	-2.8	18
CC1CCc2ccccc2N1C(N)=Nc1ccccc1 (stereo not drawn)	6	-0.1	-0.7	7

Additional records:
SMILES	MITF inh	FBW7 act	GPR151 ag	TEAD-YAP block
Cc1cc(C)n(C(=C(/C(Cl)=C(/Cl)Br)[N+](=O)[O-])n2nc(C)cc2C)n1	14	0.1	-0.2	42*
CCOC(=O)c1ccc(Nc2c(C(=O)OCC)cnc3c(C)cc(C)cc23)cc1	0	-0.2	2.4	5
COc1cc2c(cc1OC)C(COc1ccc([N+](=O)[O-])cc1)N(C(=O)c1cccc(C(F)(F)F)c1)CC2 (stereo not drawn)	-1	0.1	-0.4	7
c1ccc2c(c1)c1ccccc1c1[nH]cnc21	-4	0.4	1.8	-7
COc1ccc(CCN2C(=O)C3C(C(=O)Nc4ccc(Cl)cc4)C4C=CC3(O4)C2C(=O)NC2CCCC(C)C2C)cc1OC (stereo not drawn)	8	0.1	3.0	9
Nc1nonc1-c1noc(-c2cc(F)c(F)cc2Cl)n1	-3	0.2	0.5	15
CCC(=O)/C=C/n1c(=O)oc2ccccc21	-9	-0.4	-0.6	-3
c1ccc2cc(OCCCN3CCOCC3)ccc2c1	2	-0.2	3.3	-34
O=c1[nH]c2ccc([N+](=O)[O-])cc2nc1/C=C(\O)c1ccc(F)cc1	-14	0.3	-0.3	6
COc1ccc(OC)c(NC(=O)CNS(=O)(=O)c2ccc3nc(C)sc3c2)c1	0	-0.1	0.2	1
O=C(N/C(=C\c1cccc(Br)c1)C(=O)N1CCCCC1)c1ccccc1	13	0.7	-1.2	-6
CC(C)(C)C(=O)CSc1nnc(NC2CCCCC2)s1	15	0.2	-1.8	-32
COc1ccccc1NC(=O)Cn1cnc2sc(C(=O)Nc3cccc(C(F)(F)F)c3)c(C)c2c1=O	-5	-0.2	-0.9	1
CC1=NN(c2ccc(C)c(Cl)c2)C(=O)/C1=C\c1ccc(-c2ccc(S(N)(=O)=O)cc2)o1	3	-0.3	-0.6	10
O=C(NC(Cc1c[nH]c2ccccc12)C(=O)NC1CCCCCC1)OCc1ccccc1 (stereo not drawn)	7	0.0	0.7	4

Next section
SMILES	MITF inh	FBW7 act	GPR151 ag	TEAD-YAP block
O=C1OC(c2cccc3ccccc23)=N/C1=C/c1ccccc1Cl	5	0.0	-0.6	7
CCOC(=O)N1CCN(C(c2ccco2)c2sc3nc(C)nn3c2O)CC1 (stereo not drawn)	0	-0.5	-0.5	-1
CCc1ccc(-c2nc3cc(NS(=O)(=O)c4ccccc4)ccc3o2)cc1	1	-0.1	0.4	-10
CCCC1=NN(S(=O)(=O)c2ccc(C)cc2)C(O)(C(F)(F)F)C1 (stereo not drawn)	14	0.0	5.5*	-3
CC(=O)c1ccc(-n2nnc(C(=O)O)c2C)cc1	1	0.0	-0.5	-26
Cc1cc(S(=O)(=O)NCC(C)C)ccc1OCC(=O)N1CCC(C(N)=O)CC1	3	0.1	-1.2	4
Cc1cccc(NC(=O)CSCC(=O)Nc2ccc3ccccc3c2)c1C	-9	-0.1	-2.5	5
COc1cccc(C(=O)N2CCCC(c3nc(-c4ccc(F)cc4)no3)C2)c1OC (stereo not drawn)	12	0.0	0.7	3
CC(=O)NC1(c2ccccc2F)CCN(CC(=O)N2CCC(C)CC2)CC1	6	0.1	0.7	-3
COc1cc(-c2nnc(COC(=O)c3cc(C)nc4ccc(C)cc34)o2)cc(OC)c1OC	2	0.0	0.7	-10

An unsorted share of the library; overall some 3.4% were active at least once.
